tim23-1 inh = tim23-1 yeast growth inhibition; S. cerevisiae tim23-1 growth, BacTiter-Glo luminescence, 24 h; inhibition, % at 20 µM; actives 1.3% (n = 330,000); AID 463212;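 active means growth inhibition of the mutant yeast at or above 50%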;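 further: temperature-sensitive mutant grown at 25 °C; plate controls were DMSO-treated mutant yeast for no effect and medium wells lacking yeast for full effect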
tim10-1 inh = tim10-1 yeast growth inhibition; AID 463190; actives 2.2% (n = 330,000); S. cerevisiae tim10-1 ts strain growth, BacTiter-Glo, 24 h; inhibition, % at 20 µM;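 active means inhibition of at least 40%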;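 further: mutant grown at 25 °C; 0% = DMSO wells with yeast and 100% = wells holding no yeast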
TIM10 inh = inhibits growth of TIM10 yeast strain; inhibition, % at 10 µM; AID 463195; actives 1.4% (n = 330,000); S. cerevisiae TIM10 strain growth, BacTiter-Glo luminescence, 24 h;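 active means inhibition of 40% or more at the single tested concentration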;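 further: wild-type TIM10 isogenic control strain grown at permissive 25 °C; 0% = DMSO yeast wells and 100% = minimal medium wells without yeast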
MPTP block = blocks calcium-induced mitochondrial swelling | isolated mouse mitochondria, Ca2+ swelling absorbance, 30 min | actives 1.4% (n = 360,000) | AID 602449 | inhibition, % at 10 µM;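 active means inhibition of 50% or more, scaled per plate between neutral and stimulator controls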;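 further: 0% = DMSO wells given calcium and 100% = 1 mM EGTA wells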
APJ antag = blocks the human apelin receptor APJ. P35414. inhibition, % at 20 µM. actives 0.32% (n = 330,000). AID 2521. CHO-K1 APJ beta-arrestin complementation, luminescence;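 active means inhibition above about 40% at 20 µM, limit read from the data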;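 further: cells challenged with 10 nM apelin-13 agonist together with compound; plate controls were apelin-13 plus DMSO wells for no effect and DMSO wells lacking apelin-13 for full effect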
Target sequence (P35414 whole entry, looked up): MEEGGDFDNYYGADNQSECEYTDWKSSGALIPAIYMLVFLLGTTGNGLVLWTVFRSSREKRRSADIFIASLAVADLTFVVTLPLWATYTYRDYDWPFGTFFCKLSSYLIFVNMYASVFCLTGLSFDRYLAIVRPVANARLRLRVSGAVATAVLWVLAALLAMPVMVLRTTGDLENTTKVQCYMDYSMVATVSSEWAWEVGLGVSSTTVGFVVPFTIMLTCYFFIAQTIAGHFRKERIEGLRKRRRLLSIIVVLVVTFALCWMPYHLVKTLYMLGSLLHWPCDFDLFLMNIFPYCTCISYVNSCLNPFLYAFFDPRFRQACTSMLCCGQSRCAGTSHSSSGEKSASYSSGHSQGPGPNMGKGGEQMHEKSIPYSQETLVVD
NR3A LBD binder = modulates the human NR3A ligand-binding domain. AID 1259313. NR3A LBD differential scanning fluorimetry, Tm shift; 0% = protein alone, 100% = glycine-bound protein. Tm shift relative to glycine control, % at 25 µM. actives 2.5% (n = 340,000);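 active means melting temperature shift of at least 10% of the positive control shift, at one fixed dose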
APJ agonist = APJ receptor agonism | activation, % at 20 µM | AID 2520 | CHO-K1 APJ PathHunter beta-arrestin, luminescence; 0% DMSO wells, 100% apelin | actives 0.11% (n = 330,000);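 active means activation more than six SD over the plate average, tested at 20 µM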;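 further: 0% = DMSO alone and 100% = apelin-13 at 10 nM; some results filed as inactive read as strong as hits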
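system = engineered CHO-K1 APJ arrestin reporter cells | input = 1000 cells per well | timing = overnight seeding, 90 min compound at 25 °C, 1 h detection | measured by = enzyme-fragment complementation luminescence | read-out = beta-arrestin recruitment to APJ as agonist activity, luminescent signal | control set = negative DMSO alone, positive Apelin-13 at 10 nM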
NLRP3 yeast inh = blocks the NALP3 inflammasome reconstituted in yeast; Yeast reconstituted NLRP3/ASC/caspase-1, beta-gal luminescence, 24 h; inhibition, % at 10 µM; actives 0.39% (n = 330,000); AID 2825;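 active means inhibition of 50% or more; inactive means inhibition below 50%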;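 further: plate controls were induced DMSO wells for no effect and uninduced yeast grown without galactose for full effect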
MIN6 prolif = induces beta-cell replication in MIN6 cells. actives 0.29% (n = 330,000). MIN6 cells proliferation, ATPlite luminescence, 48 h; cells starved in 0.2% serum; 100% = growth in 10% serum. proliferation, % at 10 µM;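 active means compounds whose signal lies at least 3.5 SD above the mean of all wells on their plate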;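 further: 0% = DMSO-treated cells in low-serum medium and 100% = 10% serum control; some compounds called inactive have numbers as strong as hits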
* = called active by the depositor; / = no result given; & = joins results of further samples.

SMILES	tim23-1 inh	tim10-1 inh	TIM10 inh	MPTP block	APJ antag	NR3A LBD binder	APJ agonist	NLRP3 yeast inh	MIN6 prolif
O=C1N(CN2CCN(Cc3ccccc3)CC2)c2ccccc2C12OCCCO2	2	4	7	10	-3	-3	-2	-1	-1
COCC(C)n1c(C)cc(C(=O)COC(=O)c2n[nH]c3ccccc23)c1C (stereo not drawn)	33	26	17	-2.4	3	1	-5	3	-2
CC(C)CC(=O)Nc1nnc(CSCc2ccc(F)cc2)s1	-6	11	1	2.6	4	-1	-3	5	1
O=C(CN1C(=O)NC2(CCCc3ccccc32)C1=O)NCC(F)(F)F (stereo not drawn)	0	-4	3	0.1	-3	0	-3	6	-2
O=C(c1cnn2c(C(F)F)cc(-c3ccccc3)nc12)N1CCSCC1	18	23	-11	1.2	3	-1	-1	9	-2
CC(C)(C)[C@H]1C=C(C(=O)N2CCN(Cc3ccc4c(c3)OCO4)CC2)O[C@@H](OCc2ccc(CO)cc2)C1	-13	29	-1	-1.3	-6	3	5	9	1
COc1ccc(NC(=O)C2C3C=CC4(O3)C2C(=O)N(CCN2CCCCC2)C4C(=O)NC2CCCC(C)C2C)cc1 (stereo not drawn)	12	17	-4	1.0	2	-1	-3	6	0
O=C(COC(=O)/C=C/C(=O)N1CCN(c2ccccc2)CC1)NC(c1ccccc1)c1ccccc1	21	26	24	2.2	-9	-1	-2	10	-6
COc1ccc(/C=C2\SC(=O)N(CCNC(=O)C3CCN(S(=O)(=O)c4cccs4)CC3)C2=O)cc1	-19	-8	-12	5.7	-10	-13	3	11	1
CCOC(=O)c1csc(-c2ccc3c(c2)CCO3)n1	7	1	-6	-1.0	-3	1	2	-1	-2
COc1ccccc1C(=O)c1nc2ccccc2n1C	14	15	2	0.1	0	2	-2	12	-3
O=C1COc2ccc(C(=O)COC(=O)/C=C/c3ccco3)cc2N1	-1	-9	0	0.8	-24	-1	-2	13	-1
Cc1cc(-c2nnc(CCC(=O)NCc3cc(F)cc(C(F)(F)F)c3)o2)no1	-2	-7	-4	0.0	5	-2	1	0	-3
O=C(Nc1ccc(Nc2ccccc2)cc1)Nc1ccccc1Cl	41	34	19	0.6	3	18*	0	15	-5
COC(=O)c1ccc(COC(=O)CCS(=O)(=O)c2ccc(C)cc2)cc1	14	17	20	3.4	19	-2	1	5	-2
O=c1ccc(Br)c[nH]1	-22	6	5	-1.4	6	-4	-3	8	-1
Cc1ccccc1Nc1nnc(SCC2CCCCO2)s1 (stereo not drawn)	39	32	32	1.8	-3	0	-1	18	-1
O=C(NCc1ccco1)c1ccc(CN2CCOCC2)cc1	2	12	-5	-0.8	3	-1	-3	-10	-2
Nc1ccc(SC(F)(F)F)cc1	9	5	-3	-0.1	-7	0	1	7	-3
Cc1ccc(C(=O)N/N=C/c2ccc([N+](=O)[O-])s2)cc1	28	21	25	-28	-44	0	-6	16	-6
O=C(CN1C(=O)C2C3c4ccccc4C(c4ccccc43)C2C1=O)Nc1cccc(C(=O)O)c1 (stereo not drawn)	2	13	-4	0.0	-25	0	-4	-8	0
C=CCc1ccccc1OCC(O)CNC1CCCC1 (stereo not drawn)	6	3	8	0.2	15	0	1	9	0
CC(=O)OCC1OC(OC(C)=O)C(NC(=O)Cc2ccccc2)C(OC(C)=O)C1OC(C)=O (stereo not drawn)	1	6	2	1.0	20	0	-2	14	0
Cc1ccc(-n2c(C)cc(/C=C(\C#N)C(=O)NCC3CCCO3)c2C)cc1 (stereo not drawn)	15	21	-2	-0.7	16	5	-6	1	-4
O=C(COc1ccc(Cl)cc1)Nc1nnc(-c2ccco2)o1	16	-4	-1	1.7	-9	-1	-2	12	-3
c1ccc(CSc2nnc(-c3c[nH]c4ccccc34)o2)cc1	23	2	-4	1.0	1	-3	1	16	3
COc1ccccc1OCC(=O)NNc1c2ccccc2nc2ccccc12	11	4	20	8.1	2	0	5	8	0
COc1cc(OC)cc(C(=O)OCC(=O)Nc2sccc2C(N)=O)c1	33	6	32	1.3	-8	2	3	18	2
O=C(O)COc1ccccc1/C=N/NC(=O)Cc1ccccc1	-9	-14	-5	-0.9	3	4	-1	17	-2
Cc1cccnc1NC(=O)C(C)Oc1ccccc1 (stereo not drawn)	4	5	-3	0.6	-23	1	0	11	-4
N#Cc1ccccc1S(=O)(=O)N1CCN(C(=O)[C@@H]2CCCN2C(=O)c2cccs2)CC1	-6	-14	5	0.9	2	3	-3	3	0
Cc1cc(Nc2ccc(Br)cc2)n2nc(C)nc2n1	12	11	6	-0.2	-54	0	-5	10	0
COc1cccc(C=Nc2ccccc2C#N)c1O	15	11	7	-3.8	10	-2	-2	-8	0
CC(=O)Nc1ccc(S(=O)(=O)N2CCN=C2c2ccccc2)cc1	-8	-2	1	0.7	-1	0	-3	-3	-3
CC1=CC(C)(C)NC(=S)N1c1ccc(C)c(C)c1	27	29	15	1.2	5	0	-2	-10	0
COc1ccc(NC(=O)c2ccccc2)cc1NS(=O)(=O)c1ccc(F)cc1	22	24	13	1.2	-10	-3	-2	0	0
Cc1cc(C)nc(SCc2ccccc2C#N)n1	8	9	15	-2.3	3	4	-3	3	-2
COc1ccc(C)cc1NC(=O)CNC(=O)c1sc2ccccc2c1Cl	-6	7	-24	0.2	15	4	2	19	1
CCCNc1cc(=O)n(C)c(=O)n1C	7	10	-20	-0.3	-4	0	-3	1	0
CCC(C)NC(=O)c1cnn2c1NC(c1cccs1)CC2C(F)(F)F (stereo not drawn)	17	18	-1	-0.8	3	0	0	16	0
CC(C)(C)c1nnc2sc(SCC(=O)N3CCCCC3)nn2c1=O	8	2	0	-0.4	5	2	-5	6	1
Clc1cc2nc3ccccn3c2cc1Cl	30	12	17	-3.6	-7	6	2	67*	0
O=C1c2ccc(-c3ccc(Cl)c(C(F)(F)F)c3)cc2S(=O)(=O)c2cccc(C(=O)N3CCN(c4ncc(Br)cn4)CC3)c21	10	10	-3	0.5	-21	-3	12	12	-4
COc1ccc(N2C(=O)C3C(C2=O)C(C(=O)c2ccccc2)N2CCCC32)cc1 (stereo not drawn)	27	6	8	2.2	9	-1	1	12	-1
CCOc1ccc2ccccc2c1C(=O)N[C@@H]1C(=O)N2[C@@H]1SC(C)(C)[C@@H]2C(=O)O	0&10	1&10	-1&8	2.9&-1.6	17&-3	2&0	-2&-4	15&5	-3&9

3 entries drawn at random from those above, as already listed:
SMILES	tim23-1 inh	tim10-1 inh	TIM10 inh	MPTP block	APJ antag	NR3A LBD binder	APJ agonist	NLRP3 yeast inh	MIN6 prolif
O=C1COc2ccc(C(=O)COC(=O)/C=C/c3ccco3)cc2N1	-1	-9	0	0.8	-24	-1	-2	13	-1
CCOC(=O)c1csc(-c2ccc3c(c2)CCO3)n1	7	1	-6	-1.0	-3	1	2	-1	-2
c1ccc(CSc2nnc(-c3c[nH]c4ccccc34)o2)cc1	23	2	-4	1.0	1	-3	1	16	3

Continued:
SMILES	tim23-1 inh	tim10-1 inh	TIM10 inh	MPTP block	APJ antag	NR3A LBD binder	APJ agonist	NLRP3 yeast inh	MIN6 prolif
CC(C)c1cc(=O)n2[nH]c(SCc3ccccc3)nc2n1	0	-1	4	-0.3	8	2	-2	12	-1
COc1ccc(CNC(=O)CCS(=O)(=O)c2ccc3c(c2)NC(=O)CS3)cc1	1	9	-9	-1.2	2	0	-1	24	0
CN(C)S(=O)(=O)c1cccc(NC(=O)Cc2ccc(Cl)cc2)c1	18	16	12	13	-4	-7	-2	16	-3
COc1ccc(C(=O)NC2CCCc3ccccc32)cc1[N+](=O)[O-] (stereo not drawn)	23	24	-8	1.2	-1	1	-2	18	-4
CN1CCC(N(C)CC(=O)Nc2ccc3c(c2)OC(F)(F)O3)CC1	-3	-17	-12	0.4	-15	0	-4	-11	-2
CCCn1nnnc1SCC(=O)N1C(C)CCCC1C (stereo not drawn)	20	31	-1	0.1	4	-1	-2	20	1
CSc1c(CN2CCN(C)CC2)c2ccccc2n1C	-20	-19	-13	0.8	0	0	0	2	2
CC(=O)Oc1cccc(/C=C2\C=C(c3ccc(C)cc3)OC2=O)c1	2	24	8	1.3	9	-4	-3	9	-2
Cc1ccc(S(=O)(=O)c2cc3c(=O)n4ccccc4nc3n(C3CCCCC3)c2=N)cc1	20	9	22	-1.3	22	0	-1	9	-5
CC1(C)CC(=O)c2c(O)cc(OCC(=O)Nc3ccc(S(N)(=O)=O)cc3)cc2O1	6	6	3	-0.3	1	-3	-3	6	-3
O=C(CCCCn1c(=O)c2ccccc2n(CC(=O)NC2CCCC2)c1=O)NC1CCCC1	-3	-5	-2	0.1	25	-3	2	11	-2
Cc1ccc2c(c1)sc1nc(=O)n(-c3ccccc3)c(=O)n12	-6	-2	-12	2.6	1	-1	2	15	-3
Cc1ccc(-c2csc(NC(=O)COC(=O)c3cccc(S(=O)(=O)N4CCOCC4)c3)n2)cc1	11	17	3	/	1	0	4	4	0
Cc1ccc(S(=O)(=O)c2c[nH]c3ccc(C)cc3c2=O)cc1	-6	-9	5	0.1	12	-3	1	11	-2
COc1ccc(CC(=O)NCc2nnc(SCC(=O)Nc3nccs3)n2C)cc1	19	-6	1	-1.4	21	0	-2	18	-3
Cc1ccc(NC(=O)CN(C)S(=O)(=O)c2cccs2)c(Br)c1	-2	-23	-27	1.8	-5	2	-1	27	0
CCN(CC(=O)Nc1sc2c(c1C#N)CCCC2)Cc1nc2ccccc2c(=O)[nH]1	17	17	1	-2.5	3	1	0	6	3
CN1CCN(C(=S)Nc2ccc(S(N)(=O)=O)cc2)CC1	-9	-1	0	0.3	0	0	-3	7	-3
CC(C)CN1C(=S)SC(C)(C)C1n1oc(=O)n(-c2ccc(Cl)cc2)c1=O (stereo not drawn)	31	13	22	88*	7	11*	-2	33	-4
O=C(NC(=S)Nc1cccc([N+](=O)[O-])c1)c1ccco1	13	14	10	2.8	31	-5	-3	17	0
Cc1ccc2c(c1)Cc1nc3ccccc3nc1-2	42	19	46*	1.1	-8	-2	-2	26	-4
CCS(=O)(=O)NCCc1csc(-c2ccccc2)n1	13	-3	-2	1.4	5	-6	1	0	-4
Nc1c(N(CCC2=CCCCC2)C(=O)COc2ccc(F)cc2)c(=O)[nH]c(=O)n1Cc1ccccc1	-4	9	4	0.1	-15	6	-1	7	-8
COc1ccc(CN(Cc2ccc(OC)cc2)S(=O)(=O)c2ccc(-n3cnnn3)c(C)c2)cc1	-9	-2	1	3.3	1	-14	0	21	0
O=[N+]([O-])c1cc(C(F)(F)F)ccc1-n1nnc2ccccc21	12	2	2	-0.7	-45	1	5	11	1
CCC1Oc2ccc(C)cc2N(CC(=O)N(Cc2ccc(C)o2)C2CCCC2)C1=O (stereo not drawn)	40	37	34	0.5	-4	1	-7	23	-6
Cc1cccc2c(C(=O)N3CCN(C(=O)c4ccco4)CC3)cc(-c3cccc(Br)c3)nc12	19	23	28	-2.1	-19	1	0	22	-7
Cc1ccc(S(=O)(=O)/N=C(\CN2CCOCC2)N2CCCC2)cc1	10	22	19	-1.3	12	-2	-3	-11	-2
O=C1C2C3C=CC(c4ccccc4)(C2C(=O)N1c1cccc(Cl)c1)C1C(=O)N(c2cccc(Cl)c2)C(=O)C31 (stereo not drawn)	0	-1	15	0.1	5	23*	-2	3	-4
CCc1nc2ccc(C)cc2c(C(=O)Oc2cccc3cccnc23)c1C	13	16	15	0.1	10	-2	-4	9	2
CCOC(=O)c1c(-c2ccccc2)oc2ccc(OCC(=O)NNC(=O)CCCC(=O)O)cc12	4	11	1	0.6	1	-6	-5	-9	7
